M1 ag parental = counter-screen for M1 agonists: effect in parental CHO-K1 cells | Fluo-8 calcium fluorescence; scaled to maximal ATP response, vehicle zero | activation, % at 3 µM | hit rate 0.48% among 360,000; in the data active = activation above about 15%;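 note: untransfected CHO-K1 host cells lacking M1 receptor as counterscreen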
CHRM1 antagonist = human M1 muscarinic receptor antagonists, primary screen, CHO-K1 cells, Fluo-8 calcium fluorescence, 1536-well | AID 588852, 2011 | Muscarinic acetylcholine receptor M1 (Homo sapiens), P11229 | hit rate 1.3% among 360,000 | inhibition, % at 3 µM | CHO-K1 hM1, ACh EC80 antagonist;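 active = percent inhibition above its own plate's cutoff, namely the mean of that plate's compound wells plus 3 SD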;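 note: peak over basal fluorescence ratio during 140 s after agonist addition; 0% = ACh EC80 plus DMSO and 100% = DMSO alone without agonist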
Target sequence (P11229 whole entry, looked up): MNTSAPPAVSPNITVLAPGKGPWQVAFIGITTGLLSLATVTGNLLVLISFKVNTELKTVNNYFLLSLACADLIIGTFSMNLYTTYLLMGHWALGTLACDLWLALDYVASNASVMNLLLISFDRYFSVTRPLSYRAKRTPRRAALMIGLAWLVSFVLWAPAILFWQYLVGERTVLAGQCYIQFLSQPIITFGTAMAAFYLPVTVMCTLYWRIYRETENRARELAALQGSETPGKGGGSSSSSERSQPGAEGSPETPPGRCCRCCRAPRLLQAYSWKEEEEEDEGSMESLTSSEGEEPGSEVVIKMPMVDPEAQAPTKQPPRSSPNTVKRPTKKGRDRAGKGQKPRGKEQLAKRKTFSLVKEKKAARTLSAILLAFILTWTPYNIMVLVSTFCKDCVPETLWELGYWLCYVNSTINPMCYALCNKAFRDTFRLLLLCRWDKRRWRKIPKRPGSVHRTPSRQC
TAAR1 agonist = human TAAR1 agonists, primary screen, Fluo-8 calcium fluorescence, CHO RD-HGA16 cells; Trace amine-associated receptor 1 (Homo sapiens), Q96RJ0; vehicle wells 0%, saturating PEA agonist 100%; activation, % at 3 µM; hit rate 0.99% among 360,000; AID 624467, 2012;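 active = activation above the mean activation of all test compounds in the run plus 3 SD, cut at about 38% in these data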
Target sequence (Q96RJ0 whole entry, looked up): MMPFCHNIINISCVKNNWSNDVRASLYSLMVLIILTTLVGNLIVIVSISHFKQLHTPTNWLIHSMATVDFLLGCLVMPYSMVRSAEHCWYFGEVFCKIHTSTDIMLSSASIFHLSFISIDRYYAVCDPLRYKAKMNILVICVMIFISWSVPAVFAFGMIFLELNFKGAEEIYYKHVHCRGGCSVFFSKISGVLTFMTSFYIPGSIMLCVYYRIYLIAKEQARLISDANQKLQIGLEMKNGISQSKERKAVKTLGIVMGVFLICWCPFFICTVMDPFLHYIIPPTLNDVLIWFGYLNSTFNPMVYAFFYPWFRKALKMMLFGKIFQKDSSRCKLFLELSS
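Assay system – CHO-derived RD-HGA16 cells with stable Gα16 and human TAAR1 · Compound dosing – one-point dosing at 3 µM (nominal) · Incubation – 17-24 h seeding, 75 min 37 °C dye, 30 min RT · Measured by – kinetic Fluo-8 calcium fluorescence · Control set – DMSO vehicle as 0%, PEA at EC100 as 100% · Repeats – single well for each compound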
M1 PAM parental = nonselective calcium activators in parental CHO-K1 cells, primary screen, counter-screen for M1 PAM project, cell-based, Fluo-8 calcium fluorescence, full deck, 1536-well | ATP EC20; 0% at ATP EC20, 100% at ATP max | AID 602247, 2012 | activation, % at 3 µM | hit rate 0.02% among 360,000;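 active = activation above the run cutoff, the mean activation of all test compounds plus 3 SD, cut at about 40% in these data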;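 note: peak over basal fluorescence ratio in a 140 s read after ATP addition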
CHO-K1 Ca antag = nonselective inhibitor or artifact in parental CHO-K1 cells; ATP-induced calcium, Fluo-8 fluorescence; inhibition, % at 3 µM; hit rate 0.6% among 360,000; AID 602250;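 active = inhibition above a per-plate cutoff, the plate's mean sample inhibition plus 3 SD, cut at about 24% in these data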;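 note: 0% = DMSO plus EC80 ATP and 100% = DMSO alone without ATP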
CHO parental Ca = ATP-evoked calcium signal inhibitors, parental CHO, primary screen, counter-screen for OX1R antagonist project, cell-based, fluorescence, Fluo-8 calcium dye; parental CHO-K1, ATP-induced calcium, Fluo-8 fluorescence; hit rate 0.63% among 330,000; inhibition, % at 5.6 µM;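 active = inhibition above that plate's mean sample inhibition plus 3 SD, cut at about 26% in these data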;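 note: 0% = ATP-challenged DMSO wells and 100% = DMSO wells without ATP; some compounds past the cut are filed as inactive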
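Assay system – parental CHO cells · Reagent – ATP stimulus · Detection – intracellular calcium via Fluo-8 no-wash fluorescent dye · Evaluation – percent inhibition of ATP-evoked calcium rise, normalized to controls · Controls – ATP wells versus no-ATP DMSO wells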
CHRM1 PAM = human M1 muscarinic receptor positive allosteric modulators, primary screen, CHO-K1 cells, Fluo-8 calcium fluorescence, 1536-well. CHO-K1 hM1, ACh EC20; 0% = ACh EC20, 100% = maximal ACh. activation, % at 3 µM. Muscarinic acetylcholine receptor M1 (Homo sapiens), P11229. hit rate 0.088% among 360,000. AID 588819, 2011; in the data active = activation above about 19%, passing the limit was not always enough
TAAR1 antagonist = human TAAR1 antagonists, primary screen, Fluo-8 calcium fluorescence, CHO RD-HGA16 cells. inhibition, % at 3 µM. antagonist. hit rate 1.5% among 360,000. Trace amine-associated receptor 1 (Homo sapiens), Q96RJ0;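 active = inhibition above a per-plate cutoff, the mean inhibition of test compounds on that plate plus 3 SD, cut at about 49% in these data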;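 note: 0% = DMSO plus EC80 beta-PEA response and 100% = DMSO alone without agonist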
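Material: RD-HGA16 CHO cells with stable hTAAR1 and Gα16; Dosing: single nominal final test compound concentration of 3 µM; Schedule: seeding 17-24 h prior, 75-min 37 °C, 30-min RT dye loading; Detection: kinetic Fluo-8 calcium fluorescence measurement; Measure: % inhibition from peak post-agonist over basal fluorescence ratio; Benchmarks: vehicle and agonist controls.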
M1 ag = human M1 muscarinic receptor agonists, primary screen, Fluo-8 calcium fluorescence, CHO-K1 cells, HTS; CHO-K1 hM1, agonist mode; 0% DMSO, 100% acetylcholine EC100; Muscarinic acetylcholine receptor M1 (Homo sapiens), P11229; hit rate 0.33% among 360,000; AID 588814, 2011; activation, % at 3 µM;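 active = activation above the run's mean compound activation plus 3 SD, cut at about 16% in these data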;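 note: peak over basal fluorescence ratio within a 140 s kinetic read after compound addition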
Numbers without * were called inactive.

What do the screens show for `Cc1cc(NC(=O)COc2ccccc2C)ccc1NC(=O)c1ccco1`?
M1 ag parental: 4.8; CHRM1 antagonist: -6; TAAR1 agonist: -1; M1 PAM parental: 11; CHO-K1 Ca antag: -7; CHO parental Ca: -13; CHRM1 PAM: 7; TAAR1 antagonist: -18; M1 ag: -3

How did COc1cc(Cn2c3ccc(NC(=O)CCc4ccccc4)cc3c(=O)n2C)ccc1F do in these assays?
M1 ag parental: 2.5; CHRM1 antagonist: -3; TAAR1 agonist: 10; M1 PAM parental: -8; CHO-K1 Ca antag: 11; CHRM1 PAM: -2; TAAR1 antagonist: -9; M1 ag: 2

Results for CC(C)n1ncc2c(C(=O)N3CCN(Cc4cccs4)CC3)cc(C3CC3)nc21 ?
M1 ag parental: 0.7; CHRM1 antagonist: -21; TAAR1 agonist: 4; M1 PAM parental: 5; CHO-K1 Ca antag: -7; CHRM1 PAM: 8; TAAR1 antagonist: -8; M1 ag: -3

Results for CC1(C)Cc2c(sc3[nH]c(=S)[nH]c(=O)c23)CO1 ?
M1 ag parental: -0.1; CHRM1 antagonist: 0; TAAR1 agonist: 7; M1 PAM parental: 6; CHO-K1 Ca antag: -4; CHO parental Ca: 3; CHRM1 PAM: 5; TAAR1 antagonist: -10; M1 ag: -4

What do the screens show for `Cc1cc(C)c2sc(NC(=O)c3ccc(N4C(=O)CCC4=O)cc3)nc2c1`?
M1 ag parental: 1.1; CHRM1 antagonist: -12; TAAR1 agonist: 2; M1 PAM parental: -8; CHO-K1 Ca antag: 10; CHO parental Ca: -3; CHRM1 PAM: 6; TAAR1 antagonist: 4; M1 ag: -3

What do the screens show for `Cc1cc(Br)ccc1NC(=S)Nc1cccc([N+](=O)[O-])c1`?
M1 ag parental: 8.1; CHRM1 antagonist: 5; TAAR1 agonist: 9; M1 PAM parental: 2; CHO-K1 Ca antag: 4; CHO parental Ca: -13; CHRM1 PAM: -6; TAAR1 antagonist: 11; M1 ag: 0

How did CCN(CC)c1ccc(NC(=O)CN2CCN(c3nc(C)cc(C)n3)CC2)cc1 do in these assays?
M1 ag parental: 0.2; CHRM1 antagonist: 5; TAAR1 agonist: 7; M1 PAM parental: -9; CHO-K1 Ca antag: 1; CHO parental Ca: -13; CHRM1 PAM: -5; TAAR1 antagonist: -3; M1 ag: -5

Results for COc1ccccc1NC(=O)Nc1nc(C(N)C2CCCCC2)cs1 (stereo not given) ?
M1 ag parental: 5.8; CHRM1 antagonist: -14; TAAR1 agonist: 7; M1 PAM parental: 12; CHO-K1 Ca antag: -13; CHRM1 PAM: 7; TAAR1 antagonist: 14; M1 ag: 4

Results for COc1ccc(NS(=O)(=O)c2ccc3c(c2)CCC(=O)N3)c(OC)c1 ?
M1 ag parental: 1.0; CHRM1 antagonist: -13; M1 PAM parental: 8; CHO-K1 Ca antag: -2; CHO parental Ca: -4; CHRM1 PAM: 12; M1 ag: 0

Results for CC(Oc1ccccc1)C(=O)N1CCN=C1SCc1ccccc1F (stereo not given) ?
M1 ag parental: 0.7; CHRM1 antagonist: -18; TAAR1 agonist: 6; M1 PAM parental: 15; CHO-K1 Ca antag: -12; CHO parental Ca: 40*; CHRM1 PAM: 10; TAAR1 antagonist: 3; M1 ag: -2

Results for CCOC(=O)N1CCN(C(=O)c2ccc(CNS(=O)(=O)c3ccc(OC)cc3)cc2)CC1 ?
M1 ag parental: 0.0; CHRM1 antagonist: -23; TAAR1 agonist: 0; M1 PAM parental: 21; CHO-K1 Ca antag: -8; CHO parental Ca: -8; CHRM1 PAM: 11; TAAR1 antagonist: -13; M1 ag: -1

Results for Cc1ccccc1-n1nc(C)c2cc(C(=O)NCc3cccnc3)sc21 ?
M1 ag parental: 1.5; CHRM1 antagonist: 3; TAAR1 agonist: 21; M1 PAM parental: 15; CHO-K1 Ca antag: -10; CHO parental Ca: -7; CHRM1 PAM: -1; TAAR1 antagonist: 11; M1 ag: -7

How did CCOc1ccc2nc(NC(=O)c3c([N+](=O)[O-])cnn3CC)sc2c1 do in these assays?
M1 ag parental: 0.3; CHRM1 antagonist: -16; TAAR1 agonist: 3; M1 PAM parental: 13; CHO-K1 Ca antag: -10; CHO parental Ca: -4; CHRM1 PAM: 11; TAAR1 antagonist: -1; M1 ag: -5

What do the screens show for `COc1ccc(-n2c(Cc3cccn3C)nnc2SCC(=O)N2CCCc3ccccc32)cc1`?
M1 ag parental: -0.5; CHRM1 antagonist: 4; TAAR1 agonist: 9; M1 PAM parental: 3; CHO-K1 Ca antag: -7; CHO parental Ca: -13; CHRM1 PAM: -4; TAAR1 antagonist: 3; M1 ag: -7

How did CC(C)(CO)NCC(O)COc1ccc2c(c1)CCC2 (stereo not given) do in these assays?
M1 ag parental: 0.0; CHRM1 antagonist: -8; TAAR1 agonist: 3; M1 PAM parental: 7; CHO-K1 Ca antag: -1; CHO parental Ca: 2; CHRM1 PAM: 12; TAAR1 antagonist: -4; M1 ag: -9

Results for CCCc1nc2ccccc2c(=O)n1/N=C/c1ccc(O)cc1 ?
M1 ag parental: 0.1; CHRM1 antagonist: -28; TAAR1 agonist: 12; M1 PAM parental: 21; CHO-K1 Ca antag: -7; CHO parental Ca: -13; CHRM1 PAM: 4; TAAR1 antagonist: 18; M1 ag: 1

What do the screens show for `Cc1cc(O)c(N)c(C)c1Cl`?
M1 ag parental: 0.3; CHRM1 antagonist: -11; TAAR1 agonist: 3; M1 PAM parental: 13; CHO-K1 Ca antag: 0; CHO parental Ca: -14; CHRM1 PAM: 9; TAAR1 antagonist: -19; M1 ag: -8

How did Cc1cc(-c2ccc(/C=N/n3cnnc3)o2)ccc1Cl do in these assays?
M1 ag parental: 0.6; CHRM1 antagonist: 3; TAAR1 agonist: 0; M1 PAM parental: 15; CHO-K1 Ca antag: -4; CHO parental Ca: -8; CHRM1 PAM: 3; TAAR1 antagonist: -24; M1 ag: -11

Results for CN(C)c1ccc(-c2ccnc3c2CC(C)(C(=O)Nc2ccc(Cl)c(C(F)(F)F)c2)O3)cc1 (stereo not given) ?
M1 ag parental: -0.4; CHRM1 antagonist: -4; TAAR1 agonist: -1; M1 PAM parental: -12; CHO-K1 Ca antag: 12; CHRM1 PAM: 3; TAAR1 antagonist: -23; M1 ag: -1

Results for COC(=O)CCC(=O)OC1(C)C(=O)C=C2C=C(C3CC3)N(c3ccccc3)C=C2C1=O (stereo not given) ?
M1 ag parental: -0.9; CHRM1 antagonist: 28*; TAAR1 agonist: 7; M1 PAM parental: -21; CHO-K1 Ca antag: 22; CHO parental Ca: -22; CHRM1 PAM: -18; TAAR1 antagonist: 3; M1 ag: -5

How did COCc1cc(N2CCCCC2)nc(-c2ccccc2)n1 do in these assays?
M1 ag parental: 0.1; CHRM1 antagonist: 3; TAAR1 agonist: 16; M1 PAM parental: 2; CHO-K1 Ca antag: 0; CHO parental Ca: -10; CHRM1 PAM: -10; TAAR1 antagonist: 6; M1 ag: -4

Results for Cc1c(NC(=O)c2c([N+](=O)[O-])cnn2C)c(=O)n(-c2ccccc2)n1C ?
M1 ag parental: 0.1; CHRM1 antagonist: 0; TAAR1 agonist: 0; M1 PAM parental: -5; CHO-K1 Ca antag: -5; CHO parental Ca: 0; CHRM1 PAM: 3; TAAR1 antagonist: -14; M1 ag: -3

How did C=CCn1c(-c2csc(-c3ccccc3)n2)n[nH]c1=S do in these assays?
M1 ag parental: 0.1; CHRM1 antagonist: -10; TAAR1 agonist: 5; M1 PAM parental: -6; CHO-K1 Ca antag: -9; CHO parental Ca: 6; CHRM1 PAM: 6; TAAR1 antagonist: 0; M1 ag: -5

Results for Nc1ncnc2c1ncn2[C@@H]1O[C@H](CNC(=O)OC[C@@H](N)Cc2ccccc2)[C@@H](O)[C@H]1O ?
M1 ag parental: 0.7; CHRM1 antagonist: -16; TAAR1 agonist: 0; M1 PAM parental: 13; CHO-K1 Ca antag: -17; CHRM1 PAM: 2; TAAR1 antagonist: -13; M1 ag: -3

Results for CC(C)CC(=O)NS(=O)(=O)c1ccc(NS(C)(=O)=O)cc1 ?
M1 ag parental: 0.2; CHRM1 antagonist: -15; TAAR1 agonist: 3; M1 PAM parental: 2; CHO-K1 Ca antag: -8; CHO parental Ca: 5; CHRM1 PAM: 12; TAAR1 antagonist: 2; M1 ag: -1

How did CCOC(=O)c1c(-c2ccc(OC)cc2)csc1/N=C/C1=C(O)CCCC1=O do in these assays?
M1 ag parental: 6.2; CHRM1 antagonist: 7; TAAR1 agonist: 11; M1 PAM parental: 18; CHO-K1 Ca antag: -8; CHO parental Ca: -12; CHRM1 PAM: -2; TAAR1 antagonist: 15; M1 ag: 3

What do the screens show for `CC(=O)Oc1ccc(C2(C)CC(C)(C)NC(=S)N2C)c(OC(C)=O)c1` (stereo not given)?
M1 ag parental: 0.6; CHRM1 antagonist: -7; TAAR1 agonist: 8; M1 PAM parental: 13; CHO-K1 Ca antag: -13; CHO parental Ca: -5; CHRM1 PAM: 6; TAAR1 antagonist: -14; M1 ag: -1

What do the screens show for `CCOc1ccc(-n2c(=O)cc(N3CCN(c4ccc(F)cc4)CC3)[nH]c2=O)cc1`?
M1 ag parental: -0.2; CHRM1 antagonist: 5; TAAR1 agonist: 7; M1 PAM parental: 3; CHO-K1 Ca antag: -6; CHO parental Ca: -12; CHRM1 PAM: 2; TAAR1 antagonist: -4; M1 ag: -1

Quoted at random: two entries already listed
How did C=CCn1c(-c2csc(-c3ccccc3)n2)n[nH]c1=S do in these assays?
M1 ag parental: 0.1; CHRM1 antagonist: -10; TAAR1 agonist: 5; M1 PAM parental: -6; CHO-K1 Ca antag: -9; CHO parental Ca: 6; CHRM1 PAM: 6; TAAR1 antagonist: 0; M1 ag: -5

Results for COC(=O)CCC(=O)OC1(C)C(=O)C=C2C=C(C3CC3)N(c3ccccc3)C=C2C1=O (stereo not given) ?
M1 ag parental: -0.9; CHRM1 antagonist: 28*; TAAR1 agonist: 7; M1 PAM parental: -21; CHO-K1 Ca antag: 22; CHO parental Ca: -22; CHRM1 PAM: -18; TAAR1 antagonist: 3; M1 ag: -5

Screens as filed in PubChem BioAssay.
